Screens deposited in PubChem by National Center for Advancing Translational Sciences (NCATS).
PLK1 PBD block: blocks phosphopeptide binding to human PLK1 polo-box domain | Potency, µM, for the others: max response, negative = inhibition, usual class: inhibitors | AID 720504 | Plk1 PBD binding of FITC phosphopeptide, fluorescence polarization | P53350 | hit rate 2.8% among 360,000; further: potency means the concentration at half of the fitted maximal effect; series mostly up to about 57 µM; on the % scale 0 is the no-effect control and ±100 the full control effect; nearly all actives have a fitted effect of over 65% in size
IL-2 act: activates IL-2 in a cell-based reporter assay; activation, % (series mostly up to about 46 µM); AID 652025; hit rate 0.065% among 360,000; IL-2 activation reporter assay, cell-based qHTS; stimulated with anti-CD3/CD4/CD28 beads; in transgenic mouse T cells; in the data active means activation above about 50%; inconclusive means mostly about 30% to 49%; further: 0% is about no effect
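Readout is EGFP and DsRed signal by fluorescent plate cytometry after 18 h at 37 degrees C. Transgenic mouse T cells (750/well) received compound for 60 min before bead stimulation (anti-CD3, anti-CD4, anti-CD28); memory T cells served as non-tolerant control.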
WRN inhibitor: WRN helicase (human) inhibition. Q14191. WRN helicase unwinding, fluorescent forked duplex, kinetic. Potency, µM (top dose mostly 114 µM), for the others: top-dose activity change, negative = inhibition, actives largely listed as inhibitors. hit rate 0.46% among 360,000; further: potency means the concentration at half of the fitted maximal effect; on the % scale 0 is the no-effect control and ±100 the full control effect; nearly all actives have a fitted effect of over 55% in size
Target sequence (Q14191 whole entry, looked up): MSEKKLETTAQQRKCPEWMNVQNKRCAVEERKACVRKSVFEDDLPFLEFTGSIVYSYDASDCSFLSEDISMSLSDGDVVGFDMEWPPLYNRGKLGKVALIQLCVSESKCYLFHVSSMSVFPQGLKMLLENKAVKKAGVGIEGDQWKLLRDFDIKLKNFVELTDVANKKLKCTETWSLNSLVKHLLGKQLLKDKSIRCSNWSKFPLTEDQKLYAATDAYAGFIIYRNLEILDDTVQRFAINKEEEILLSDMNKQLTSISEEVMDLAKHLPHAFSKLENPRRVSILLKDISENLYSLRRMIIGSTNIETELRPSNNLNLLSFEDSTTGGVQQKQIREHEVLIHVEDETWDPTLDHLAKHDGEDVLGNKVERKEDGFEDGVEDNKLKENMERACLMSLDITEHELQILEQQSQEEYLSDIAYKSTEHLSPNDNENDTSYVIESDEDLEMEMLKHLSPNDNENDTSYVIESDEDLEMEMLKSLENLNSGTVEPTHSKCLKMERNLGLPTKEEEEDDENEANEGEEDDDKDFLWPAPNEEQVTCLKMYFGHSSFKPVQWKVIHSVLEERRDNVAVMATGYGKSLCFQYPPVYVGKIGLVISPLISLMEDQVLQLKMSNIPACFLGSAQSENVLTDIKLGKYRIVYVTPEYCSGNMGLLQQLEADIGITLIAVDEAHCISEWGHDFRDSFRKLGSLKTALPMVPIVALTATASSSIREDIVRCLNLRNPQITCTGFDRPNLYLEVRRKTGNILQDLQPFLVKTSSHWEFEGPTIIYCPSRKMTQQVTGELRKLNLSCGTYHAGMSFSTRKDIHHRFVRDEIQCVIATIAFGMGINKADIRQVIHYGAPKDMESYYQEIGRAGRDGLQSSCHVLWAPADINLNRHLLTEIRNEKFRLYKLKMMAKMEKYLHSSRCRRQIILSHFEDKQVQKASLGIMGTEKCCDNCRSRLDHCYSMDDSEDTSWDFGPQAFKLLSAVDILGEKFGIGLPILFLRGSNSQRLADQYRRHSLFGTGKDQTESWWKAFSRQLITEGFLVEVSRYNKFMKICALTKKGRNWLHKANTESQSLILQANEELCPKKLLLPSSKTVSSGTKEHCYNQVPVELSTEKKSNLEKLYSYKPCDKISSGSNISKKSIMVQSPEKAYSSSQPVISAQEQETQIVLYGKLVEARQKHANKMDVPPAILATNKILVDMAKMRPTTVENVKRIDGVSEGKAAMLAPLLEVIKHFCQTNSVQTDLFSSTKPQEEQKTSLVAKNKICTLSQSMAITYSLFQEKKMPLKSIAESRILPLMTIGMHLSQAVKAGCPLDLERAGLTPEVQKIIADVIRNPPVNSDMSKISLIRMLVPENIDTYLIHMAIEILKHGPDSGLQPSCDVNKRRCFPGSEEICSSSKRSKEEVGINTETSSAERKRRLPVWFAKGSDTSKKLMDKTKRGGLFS
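Kinetic red-fluorescence monitoring (525/598 nm) tracks WRN helicase activity after 100 nM fluorophore-quencher forked duplex and 2 mM ATP are added to 20 nM enzyme pretreated 15 min at room temperature with compound.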
EPAC1 antag: antagonists of human EPAC1; EPAC1 GEF assay, Rap1b-BODIPY-GDP exchange fluorescence; Potency, µM (top dose mostly 115 µM), without a hit: at the top dose activity change, negative = inhibition, usual class: inhibitors; hit rate 0.14% among 360,000;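 further: potency means the concentration at half of the fitted maximal effect; plate controls were vehicle for no effect and positive control for full effect; nearly all actives have a fitted effect of over 50% in size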
EPAC1 ag: agonists of human EPAC1; EPAC1 agonist qHTS, biochemical assay; response scale: 100% = response to 6.5 mM cAMP; AID 720707; Potency, µM (top dose mostly 154 µM), for inactives: at the top dose activation, hits mostly activators; hit rate 0.073% among 360,000; O95398; further: potency means the concentration at half of the fitted maximal effect; nearly all actives have a fitted effect of over 60% in size
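Fluorescent GDP-exchange assay: 100 nM EPAC1 with 250 nM Rap1B preloaded with BODIPY-GDP and 50 uM GDP; compounds tested as concentration series, 5 min at room temperature, then read every 5 min for 30 min (ex 480/em 540 nm); normalized to 6.5 mM cAMP.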
CCT chaperon mod: cytosolic chaperonin activity modulation. activity change, % (no concentration beside the values), hits read low. purified chaperonin ATPase assay, HTRF ADP detection, 30 min. AID 651819. hit rate 0.3% among 360,000; in the data active means activity change below about -30%; further: on the % scale 0 is the no-effect control and ±100 the full control effect
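TRiC (40 or 20 nM final, by batch activity) in 30 mM Tris pH 7.4, 100 mM KCl, 5 mM MgCl2, 1 mM DTT was treated with compound at 76 uM single dose, then 10 uM ATP, 30 min at 37 °C. ADP was read by HTRF Transcreener.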
PI5P4Ka inh: blocks human PI5P4K alpha kinase activity; P48426; hit rate 1.2% among 330,000; PI5P4Kalpha enzyme, ADP-Glo luminescence, 60 min; stronger effect = lower value; AID 652105; max response, %; active means max response of -50% or lower; inconclusive means between -30% and -50%; inactive means -30% or higher; further: value at the top dose of about 77 µM; on the % scale 0 is the no-effect control and ±100 the full control effect
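Controls without substrate or without enzyme flank wells where PI5P4Kalpha converts substrate using 5 microM ATP (final). Incubation lasts 60 minutes at room temperature; ADP formed is read by ADP-Glo luminescence.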
EPAC2 ag: EPAC2 (human) agonism | Q8WZA2 | EPAC2 activation, biochemical qHTS; response scale: 100% = 6.5 mM cAMP response | Potency, µM (titrated, usually from 154 µM), for inactives: at the top dose activation, hits mostly activators | hit rate 0.079% among 360,000; further: potency means the concentration at half of the fitted maximal effect; nearly all actives have a fitted effect of over 50% in size
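Guanine nucleotide exchange by EPAC2 is measured as reduced fluorescence of BODIPY-GDP once it is released from 250 nM Rap1B. Plates are read kinetically for 30 min at room temperature; results are scaled to 6.5 mM cAMP.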
Active calls of the source: *; ? = inconclusive; / = no result given; & = joins results of further samples; [ ] = another dose, or the depositor's remark. Unless noted, the call rests on the fitted dose curve; in most records, active means well fitted curve in the direction sought with a large enough effect; inconclusive means small, poorly fitted or top-dose-only effect, or another doubt; inactive means no such curve, though single readings can be large; an effect the other way counts as inactive or inconclusive.

SMILES	PLK1 PBD block	IL-2 act	WRN inhibitor	EPAC1 antag	EPAC1 ag	CCT chaperon mod	PI5P4Ka inh	EPAC2 ag
COC(=O)C1=C(c2ccc(F)cc2OCc2ccccc2)C[C@@H]2CC[C@H]1N2C(=O)NCc1ccc(Br)cc1	-4%	-3.8	-4%	-10%	2%	1.0	17	4%
CCN1CCN(c2cc(N3CCCC3)c([N+](=O)[O-])cc2F)CC1	-11%	-0.2	9%	3%	-2%	-2.0	-2	3%
COc1ccccc1-n1c(-c2ccccc2Cl)nc2ccccc2c1=O	5%	-4.2	-2%	-17%	-5%	-2.7	-1	-8%
O=C1CC(=O)N(c2ccccc2F)C(=O)N1	?	0.0	-9%	4%	-2%	-2.1	-1	3%
CCN1CCN(Cc2cc3c(cc2[N+](=O)[O-])OCO3)CC1	-6%	0.0	7%	-10%	8%	-1.7	-2	3%
N#CC(C#N)=NNc1ccc(-n2ccc(C(F)(F)F)n2)cc1	?	-2.3	-9%	-16%	-6%	-0.1	-16	-17%
O=C(Nc1ccc(C(=O)O)cc1)Oc1ccc(N(CCCl)CCCl)cc1	-17%	-0.3	-3%	-1%	7%	-3.0	-2	0%
CC[N+](C)(CC)CCCCOc1ccc2c(c1)C(=O)c1cc(OCCCC[N+](C)(CC)CC)ccc1-2	11µM*	1.1	40µM*	-10%	2%	-3.4	-13	2%
CCC(=O)c1cc(F)c(N2CCN(CC)CC2)cc1C	-7%	-1.9	6%	-1%	5%	-4.9	-3	2%
COC(=O)C1=C(c2ccc(F)cc2OCc2ccccc2)C[C@@H]2CC[C@H]1N2C(=O)NC1Cc2ccccc2C1	-8%	-2.9	-3%	4%	1%	-0.3	5	10%
COc1ccc(OCC(=O)N2CCN(C3CCC(c4ccccc4)CC3)CC2)cc1 (stereo not drawn)	-10%	-3.8	-9%	-5%	-5%	0.8	7	4%
O=C(N/N=C/c1c(O)n(Cc2ccc(F)cc2)c(=O)[nH]c1=O)c1ccccc1O	-3%	0.6	-15%[57.1 µM]	10%	-6%	-2.5	-63*	2%
CCN1CCN(c2cc(=O)n3ccccc3n2)CC1	3%	2.1	6%	11%	-9%	2.7	7	-2%
C1=NCCc2c1[nH]c1ccccc21	-12%	-6.4	-6%	-2%	5%	-0.4	1	13%
O=c1[nH]c(=S)n(-c2ccccc2)c(O)c1C=NCc1ccccn1	1%	-1.5	-16%	-3%	8%	-0.2	-2	4%
CCOC(=O)c1cc(C)sc1/N=C/C1C(=O)NC(=S)NC1=O	5.3µM*	-0.8	50µM*	-2%	0%	1.0	?	11%
C[C@]12CCC(=O)C=C1C=CC1C2CC[C@@]2(C)C1CC[C@@H]2O (stereo partly drawn)	-5%	-0.4	13%	4%	1%	-1.2	1	2%
COC(=O)C1=C(c2cc3ccccc3s2)C[C@@H]2CC[C@H]1N2C(=O)NCCS(C)=O (stereo partly drawn)	-5%	0.5	4%	-22%	4%	-2.2	5	4%
C=CCn1cc(C=C2C(=O)N(C)C(=O)N(C)C2=O)c2ccccc21	-6%	0.8	-8%[57.1 µM]	17%	4%	-0.8	-1	-3%
CN(C)C(=Nc1ccccc1)P(=S)(N(C)C)N(C)C	-5%	-0.3	1%	-2%	2%	-2.4	-4	3%
O=C(NCC1=C(c2ccc3ccccc3c2)C[C@@H]2CC[C@H]1N2Cc1ccco1)c1ccc([N+](=O)[O-])cc1	-13%	-4.0	-1%	-18%	-10%	-0.4	-8	15%
Cc1cccc(C)c1-n1nnnc1C(c1ccnc2ccccc12)N1CCC2(CC1)C(=O)NCN2c1ccccc1 (stereo not drawn)	1%	-0.6	0%	7%	-4%	-1.3	-4	4%
Cc1ccc(OC(=O)N(C)C[C@@H]2OCc3cnnn3CCCC(=O)N([C@@H](C)CO)C[C@H]2C)cc1	4%	3.1	6%	2%	-5%	0.3	-2	-10%
C[C@@H]1CN([C@H](C)CO)C(=O)CCCn2nncc2CO[C@H]1CN(C)C(=O)Oc1cccc2ccccc12	-1%	2.3	-9%	6%	-8%	-1.1	3	4%
COc1ccccc1/C=N/N=C(/N)N[N+](=O)[O-]	-8%	0.6	8%	-4%	12%	-0.4	2	0%
COc1ccc(C(=O)C2CCCN(Cc3cccc(C)n3)C2)c(OC)c1 (stereo not drawn)	-1%	-1.2	0%	-9%	1%	-0.7	4	-2%
Cc1ccc(/C=C2\C(=O)NC(=S)N(c3ccccc3F)C2=O)s1	1.2µM*	-0.7	50µM*	?	2%	0.4	-111*	-10%
CN(C)C(=O)Oc1ccc2c(=O)c(Oc3ccccc3Br)coc2c1	-8%	-0.1	-5%	-1%	-2%	-1.6	2	5%
COC(=O)C1=C(c2cccc(NC(C)=O)c2)C[C@@H]2CC[C@H]1N2C	4%	-1.3	1%	10%	-6%	0.7	-1	4%
CC(C)Cc1nnc(NC(=O)CCC(=O)N2CCN(CCOC(c3ccccc3)c3ccccc3)CC2)s1	-4%	-0.9	-4%	2%	-6%	-1.5	3	-10%
O=C(C1CC(=O)N(C2CCCCC2)C1)N1CCC2(CC1)OCCO2 (stereo not drawn)	0%	1.0	-1%	19%	-10%	-3.2	5	5%
COc1ccc(-n2c(C)cc(C(=O)C[N+]34CCN(CC3)CC4)c2C)cc1	-12%	-3.6	8%	9%	-5%	-0.1	-8	1%
CC(C)c1ccc(C2NCc3ccccc3-n3cccc32)cc1 (stereo not drawn)	-13%	-1.2	3%	-16%	21%	0.9	-1	21%
C=CCn1c(O)c(/C=C2\C=Nc3ccccc32)c(=O)[nH]c1=O	?	-0.2	?	4%	-7%	1.7	?	7%
COc1ccc(CN2C(=O)NC(=O)/C(=C\c3cc(OC)c(OC)c(OC)c3)C2=O)cc1	8.4µM*	-0.2	50µM*	-21%	8%	0.6	?	20%
COc1cccc(CN2CCCC(C(=O)c3ccccc3SC)C2)c1O (stereo not drawn)	-1%	-2.2	-9%	0%	4%	0.5	-5	7%

The last 2 compounds of the section before are carried over, then new ones follow:
SMILES	PLK1 PBD block	IL-2 act	WRN inhibitor	EPAC1 antag	EPAC1 ag	CCT chaperon mod	PI5P4Ka inh	EPAC2 ag
COc1ccc(CN2C(=O)NC(=O)/C(=C\c3cc(OC)c(OC)c(OC)c3)C2=O)cc1	8.4µM*	-0.2	50µM*	-21%	8%	0.6	?	20%
COc1cccc(CN2CCCC(C(=O)c3ccccc3SC)C2)c1O (stereo not drawn)	-1%	-2.2	-9%	0%	4%	0.5	-5	7%
O=C(NC(Cc1ccccc1)C(=O)N1CCC2(CC1)OCCO2)C1CCCCC1 (stereo not drawn)	-2%	0.5	6%	3%	2%	-0.2	1	4%
CCOC(=O)c1c(/N=C/c2c(O)n(-c3cccc(C)c3)c(=O)[nH]c2=O)sc2c1CCCC2	-7%	0.9	-34%[57.1 µM]	-21%	2%	-0.1	3	8%
CCn1c(P(C)(=O)O)nc2ccccc21	-13%	0.3	1%	1%	3%	1.9	-2	-1%
CC(=O)CCC(C)=O	-10%	-0.2	3%	-8%	2%	0.1	5	9%
Cc1c(C(=O)N2CCC3(CC2)OCCO3)oc2ccc(S(=O)(=O)N3CCCCC3)cc12	2%&0%	-1.4	-8%	-4%	-5%	-5.7	-4	3%
COc1cccc(N2CCN(Cc3ccc(Cl)cc3)CC2)c1	-4%	-2.5	-15%	0%	15%	-0.5	/	11%
COCCOC(=O)C1=C(N)Oc2c(c(=O)oc3ccccc23)C1c1ccncc1 (stereo not drawn)	-11%	-2.4	0%	4%	1%	-2.2	/	3%
CCN(CC)P(=O)(c1nccn1C)N(CC)CC	4%	-0.9	-11%	-29%	10%	0.4	0	6%
COc1ccc(OC)c(N2C(=O)/C(=C/c3ccco3)C(=O)NC2=S)c1	2.4µM*	0.3	3.2µM*	8.9µM*	4%	-2.1	-86*	3%
O=C(Cc1ccccc1)N1CCN(C2CCCC2)CC1	-7%	-3.6	-2%	-2%	12%	-0.9	3	-6%
O=c1[nH]c(=S)[nH]c(O)c1/C=N/N1CCOCC1	1%	-0.6	5%	-4%	-3%	0.9	-15	4%
COc1ccc2c(c1)NP(=S)(Oc1ccccc1)N2 (stereo not drawn)	15µM*	-1.3	-6%	-5%	14%	-7.9	-26	?
CCC(c1nnnn1-c1ccc2c(c1)OCCO2)N1CCC2(CC1)C(=O)NCN2c1ccccc1 (stereo not drawn)	-13%	-0.5	2%	-10%	8%	-0.1	-7	19%
O=c1[nH]c(=O)n(CCC2=CCCCC2)c(O)c1C=Nc1cccc(F)c1	-1%	-1.0	9%	13%	0%	-2.8	/	-4%
C[C@]12CC[C@@H](O)C[C@H]1CC[C@@H]1[C@@H]2CC[C@]2(C)C(=O)CC[C@@H]12	-16%	-0.3	1%	-11%	-16%	-1.6	0	6%
COc1cc([C@H]2OC[C@H]3[C@@H]2CO[C@@H]3c2cc(OC)c(O[C@@H]3O[C@H](CO)[C@@H](O)[C@H](O)[C@H]3O)c(OC)c2)cc(OC)c1O[C@H]1O[C@@H](CO)[C@H](O)[C@@H](O)[C@@H]1O	-4%	0.5	-9%	-4%	-7%	0.2	7	-1%
CCCC(C)(COC(N)=O)COC(=O)NC(C)C (stereo not drawn)	-3%	2.0	11%	0%	/	1.1	3	-6%
O=P(Oc1ccc(Cl)cc1)(N1CC1)N1CC1	-7%	0.0	-1%	1%	8%	0.8	-2	5%
O=[N+]([O-])c1ccc(N2CCNCC2)cc1NCc1ccco1	2%	0.9	-1%	4%	-11%	-1.3	2	-9%
NNC(=O)c1nc[nH]c1C(=O)Nc1ccc(Cl)cc1C(=O)c1ccccc1	-14%	2.0	-16%	3%	-10%	-3.3	-11	-9%
OCC1OC(n2cnc3cc(Cl)c(Cl)cc32)C(O)C1O (stereo not drawn)	-9%	-0.3	9%	-18%	11%	-2.8	2	9%
COC(=O)C1=C(c2cccc(C#N)c2)C[C@@H]2CC[C@H]1N2C(=O)NCCOc1ccc(OC)cc1	-1%	0.6	0%	9%	1%	-0.3	-6	6%
C[C@@H]1CC[C@H]2[C@@H](C)C(=O)O[C@@H]3O[C@@]4(C)CC[C@@H]1[C@]32OO4	5%	0.2	5%	-13%	-15%	0.4	3	-4%
C=CCn1c(O)c(C=NCCCn2ccnc2)c(=O)[nH]c1=O	-10%	0.4	-4%	11%	8%	1.0	-1	9%
C=CCn1c(O)c(C=Nc2c(C)n(C)n(-c3ccccc3)c2=O)c(=O)[nH]c1=O	-6%	1.3	-1%	2%	-10%	0.3	-7	5%

This is a subset (hit frequency here may not be typical).
